WT yeast gro inh – growth inhibition of WT strain, primary screen, mitochondrial fusion inhibitor project, WT and mutant strains, chemical genetic | inhibition, % at 10 µM | hit rate 2.1% among 190,000 | mitochondrial fusion phenotypic screen; in the data active = inhibition above about 58%; tested in S. cerevisiae
Dynein transport – inhibitors of GR-EGFP nuclear translocation, primary screen, dynein cargo transport inhibitor project, imaging, high-content, 3617.4 mouse cells; test concentration mostly 20 µM; stimulated with dexamethasone, 1 µM; active compounds read low; z-score, hits read low; hit rate 0.47% among 220,000; AID 1381, 2008;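 active = plate z-score of nuclear minus cytoplasmic receptor signal below a set negative limit, without overly bright fluorescence or cell loss, cut at about -3.5 in these data, passing the limit was not always enough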;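 note: z-score of nuclear minus cytoplasmic ring GR-EGFP intensity difference per well; some compounds called inactive have numbers as strong as hits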
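Also added: dexamethasone, 1.0 µM final. Medium: tet-free, stripped-serum medium. Detection: fixed, Hoechst-stained cells imaged at 10x for EGFP. Read-out: nuclear-to-cytoplasmic GR-EGFP distribution per well. Times: induction 48 h, compound 1 h, agonist 30 min.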
T cell HTS – modulators of CD8 T cell-vesicle binding, primary screen, mouse 2C CD8+ T cells, flow cytometry | AID 2052, 2009 | hit rate 0.068% among 330,000 | calls only at 7 µM | 2C CD8+ T cell-vesicle binding; active compounds read low;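 active = response, share of CD8 T cells binding vesicles, and their 90th percentile fluorescence all below set limits, cut at about 80% in these data, passing the limit was not always enough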
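material = purified 2C TCR transgenic mouse naive CD8+ T cells | controls = Unloaded micro-vesicles (low), QL9 vesicles with 0.7% DMSO (high) | detection = cytometric PE anti-B7-1 and Alexa647 anti-CD8 signals after 1% paraformaldehyde fixation | incubation = binding step 1.5 h, 37 °C, antibody labelling 20 min, ice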
Autophagy mod – autophagy modulators in MEF cells, primary screen, imaging, high-content, MEF GFP-LC3; hit rate 0.98% among 190,000; calls only at 10 µM (by protocol); MEF GFP-LC3 puncta imaging; test concentration mostly 10 µM;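 active = percentage of spot-positive cells more than 3 SD above its plate mean, without a fluorescence outlier flag or 80% toxicity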;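 note: spot-positive cell cutoff set from DMSO-treated cells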
bCat nuc transl – modulators of beta-catenin nuclear translocation, primary screen, imaging, HeLa cells, immunofluorescence, high-content; nuclear translocation activity, % at 5 µM; hit rate 0.3% among 190,000; AID 1665, 2009;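 active = nuclear translocation activity above 50% at 5 µM, with a well cell count of 50 or more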;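 note: per-cell ratio of nuclear to cytoplasmic median beta-catenin stain intensity; plate controls were DMSO negative control for no effect and GSK-3 inhibitor IX positive control for full effect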
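assay system = human HeLa cells, endogenous beta-catenin | times = compound treatment 24 h, 37°C, 5% CO2 | detection = Anti-beta-catenin immunofluorescence on PFA-fixed, Triton-permeabilized cells, DAPI nuclei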
Yfh1-depleted yeast – enhancers of respiration in Yfh1-depleted yeast, dose response, Friedreich's ataxia, plus single-dose screen (AID 1465) | S. cerevisiae Yfh1-off respiration, WST-1 reduction, 72 h; higher fold induction means a stronger effect | fold induction at 50 µM; hits with a dose series show EC50 in µM | hit rate 0.074% among 220,000;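 active = fold induction of absorbance versus untreated yeast above a set limit, then at least 30% activation at any dose in follow-up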;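 note: activators that raise dye reduction in frataxin-depleted yeast; strong numbers were not always called active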
MT stabilizer – microtubule stabilizers in HeLa cells, primary screen, imaging, high-content imaging | HeLa tubulin immunostaining HCS, 24 h; share of cells brighter than vehicle mean+2SD | % tubulin-high responders, % at 10 µM | AID 2205, 2009 | hit rate 0.83% among 200,000;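 active = plate Z-score above 3 for both tubulin-high and condensed-nucleus cell shares, with cell loss under 80%, at 10 µM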;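 note: anti alpha tubulin signal scored within the nucleus-defined area of each cell; some results filed as inactive read as strong as hits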
M1AAP inhibition – P. falciparum M1AAP inhibitors, biochemical, fluorogenic H-Leu-NHMec substrate, 1536-well (AID 1445); recombinant M1AAP, H-Leu-NHMec fluorogenic kinetic assay; higher % means a stronger effect; hit rate 0.42% among 220,000; Aminopeptidase N (Plasmodium falciparum (isolate 3D7)); inhibition, % at 30 µM; hits with a dose series show IC50 in µM;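 active = primary inhibition above the hit cutoff, then over 50% inhibition at one or more dose response concentrations, cut at about 23% in these data, passing the limit was not always enough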;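 note: plate controls were DMSO full reaction for no effect and no enzyme background for full effect; strong numbers were not always called active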
M17LAP inhibition – P. falciparum M17LAP inhibitors, primary screen, biochemical, fluorogenic H-Leu-NHMec substrate, 1536-well (AID 1619) | inhibition, % at 30 µM; hits with a dose series show IC50 in µM | Leucine aminopeptidase (Plasmodium falciparum (isolate 3D7)) | recombinant M17LAP, H-Leu-NHMec fluorogenic kinetic assay; higher % means a stronger effect | hit rate 0.38% among 220,000;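 active = compound inhibiting the enzyme by more than half at any dose during confirmatory dose-response retesting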;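 note: plate controls were full reaction with DMSO carrier for no effect and no enzyme background for full effect; strong numbers were not always called active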
WT yeast gro inh mutant strain – also measured in WT yeast gro inh; calls as there; inhibition, %; mitochondrial fusion phenotypic screen, mutant strain inhibition
Dynein transport cytoplasmic EGFP – also measured in Dynein transport; calls as there; z-score; measured here: cytoplasmic GR-EGFP intensity; active compounds read high
Dynein transport nuclear GR-EGFP – further read-out of Dynein transport, marked with its call; z-score; measured here: nuclear GR-EGFP intensity;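 lower value marks the stronger effect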
Dynein transport cell count – further read-out of Dynein transport, marked with its call; z-score; measured here: cell count per field
bCat nuc transl cell count 5 µM – also measured in bCat nuc transl; calls as there; cell count; measured here: cell count, cytotoxicity flag
T cell HTS vesicle-bound % – recorded beside T cell HTS, whose call it bears; double positive events, %; measured here: CD8+ vesicle-bound cell fraction;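 binding gate set so that unloaded-vesicle control wells show 10% double positive cells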
MT stabilizer Hoechst-high % – also measured in MT stabilizer; calls as there; % Hoechst-high responders; measured here: nuclear condensation Hoechst responders;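 share of cells brighter than vehicle mean plus two SD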
MT stabilizer cytotoxicity % – also measured in MT stabilizer; calls as there; toxicity, %; measured here: cytotoxicity by cell density;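 0% = mean cell density of plate MIN control wells and 100% = no cells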
Autophagy mod cell loss 18 h – recorded beside Autophagy mod, whose call it bears; toxicity, %; measured here: cell loss, nuclei count;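 cell loss after 18 h compound exposure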
* = called active by the depositor; i = inactive; . = not tested or not shown; & = joins results of further samples. Rows are unselected; any-hit rate near 4.4%.

Values run as follows: WT yeast gro inh, WT yeast gro inh mutant strain, Dynein transport, Dynein transport cytoplasmic EGFP, Dynein transport nuclear GR-EGFP, Dynein transport cell count, T cell HTS, T cell HTS vesicle-bound %, Autophagy mod, Autophagy mod cell loss 18 h, bCat nuc transl, bCat nuc transl cell count 5 µM, Yfh1-depleted yeast, MT stabilizer, MT stabilizer Hoechst-high %, MT stabilizer cytotoxicity %, M1AAP inhibition, M17LAP inhibition
Cc1nc2nc(C)c(CCC(=O)NCCCN3CCN(c4cccc(Cl)c4)CC3)c(C)n2n1
  6.6&-15.2, 4.2&-6.1, -0.942&-0.0684, 0.421&-0.395, -0.307&-0.518, 0.932&0.0896, i, 45.7&31.4, i, -1.5&5.0, -0.2&-0.8, 1363&1004, i, 1.2&1.9, 0.9&3.4, 3.1&4.3, -3.3%&3.8%, 1.8%&-1.0%
CCN1CCCC1CNC(=S)Nc1ccc(C(C)=O)cc1 (stereo unspecified)
  -5.8, -0.7, -0.589, -0.341, -0.314, 0.248, i, 23.7, i, 12.2, -0.8, 1069, i, 2.5, 2.2, 3.5, 0.5%, 0.7%
Cc1ccc(C(=O)NC(N(C)C)C(Cl)(Cl)Cl)cc1 (stereo unspecified)
  -4.1, -4.1, -0.7, -0.273, -0.0554, -0.168, i, 52.2, i, -15.1, 0.4, 1037, i, 4.2, 3.5, 10.4, 3.6%, 2.9%
CCS(=O)(=O)c1ccc2oc(SCC(=O)NCCc3ccc(F)cc3)nc2c1
  2.5, -3.2, 0.15, -0.116, 0.295, -0.289, i, 45.9, i, 25.9, 3.9, 973, i, 3.6, 1.9, 6.2, 2.2%, 7.8%
O=[N+]([O-])c1ccc(/C=N/n2c(CO)nc3ccccc32)s1
  11.1, 1.6, -0.364, -0.143, -0.255, -0.488, i, 41.7, i, 6.0, 1.5, 976, i, 9.9, 2.4, 5.8, 3.0%, -1.9%
Cc1c(C(=O)N2CCCCC2)sc(NC(=O)C23CC4CC(CC(C4)C2)C3)c1C#N
  ., ., 0.574, -0.227, 0.757, 0.455, i, 22.2, i, 11.1, ., ., i, 3.2, 2.0, 8.1, ., .
Cc1ccc(N/C=C(\C#N)S(=O)(=O)c2ccccc2)cc1
  -19.6, 8.4, 0.638, -0.328, 0.604, -0.00933, i, 19.4, i, 0.0, 2.8, 1020, i, 5.0, 3.1, 11.9, 7.0%, -0.5%
Cc1cccc(NC(=O)COc2ccc(/C=C\c3[nH]c(=O)[nH]c(=O)c3[N+](=O)[O-])cc2)c1
  -6.7, -24.0, 0.662, -0.415, -0.365, 0.73, i, 40.8, i, 10.0, 0.0, 1465, i, 2.0, 1.4, 7.7, 14.2%, 23.7%
O=C(c1ccccc1)c1ccc(OCC(O)CN2CCCC2)cc1 (stereo unspecified)
  -8.2, 5.7, -0.312, -0.282, -0.401, 1.25, i, 50.9, i, -2.0, -1.0, 1045, i, 2.3, 2.4, 8.2, 3.5%, 20.6%
COc1cccc(NC(=O)C(NCC2CCCCC2)c2ccccc2)c1 (stereo unspecified)
  24.0, 17.6, 1.59, -0.442, 0.714, -0.0658, i, 23.8, i, -10.5, ., ., i, 2.2, 1.4, 6.3, -6.4%, -0.9%
CCOC(OCC)P(=O)(C(C)C)C(C)C
  -24.1, 32.1, -1, -0.0713, -0.0691, 1.07, i, 30.1, i, -0.4, ., ., i, 3.6, 1.4, 4.2, 8.9%, -0.4%
CCOC(=O)N1CCN(C(=O)CSc2nc(-c3cccc(C)c3)ns2)CC1
  -10.6, -11.9, 0.504, -0.371, 0.62, 0.401, i, 51.8, i, -1.1, -2.4, 943, i, 5.5, 1.8, 3.1, -2.0%, -2.5%
CCn1nnnc1NCc1ccc(N2CCCC2)cc1
  -4.1, -9.3, -0.764, -0.183, -0.0415, 0.721, i, 47.7, i, -5.5, ., ., i, 3.3, 2.3, 9.1, 5.6%, 7.3%
COc1ccc(CC2(CO)CCN(Cc3cnn(-c4ccc(F)cc4)c3)CC2)cc1
  10.4, 9.5, -0.43, -0.147, 0.0781, 0.679, i, 22.1, i, 4.6, -1.9, 1061, i, 2.1, 2.4, 7.2, 5.5%, 4.6%
CCO[C@H]1OC(C(=O)N2CCOCC2)=C[C@@H](c2ccc(Br)cc2)[C@@H]1CCCO
  5.4, 9.6, 0.158, -0.254, 0.399, -0.581, i, 48.5, i, 9.2, -1.2, 1033, i, 3.1, 1.1, 2.5, -2.3%, -1.5%
Cc1ccc(C(=O)Nc2ccc(Oc3cccc(C(F)(F)F)c3)nc2)cc1
  ., ., 0.385, -0.264, 0.101, -0.49, i, 12.2, ., ., -4.9, 1236, i, ., ., ., -1.1%, -1.2%
CCO/C(C)=C1\C(=O)Nc2ccccc21
  8.9, -6.9, -0.734, -0.136, -0.168, -0.0971, i, 40.2, i, -9.4, -5.0, 1411, i, 2.6, 1.8, 9.2, 0.9%, 19.0%
Cc1oc(-c2cccs2)nc1CS(=O)CC(=O)NCCc1ccccc1 (stereo unspecified)
  3.8, -1.1, -0.974, -0.209, -0.448, 0.309, i, 44.7, i, 16.7, ., ., i, 3.4, 3.0, 5.6, 2.0%, 4.0%
CCCCNC(=S)NNC(=O)c1csc(C)c1C
  -7.0, 6.2, 0.882, -0.251, 0.973, -0.424, i, 22.1, i, -12.6, -1.0, 1003, i, 2.2, 2.3, 11.1, -15.4%, 6.5%
Cc1ccc(NC(=O)C(OC(=O)c2ccccc2Cl)c2ccccc2)cc1Cl (stereo unspecified)
  20.7, 16.1, -0.672, -0.296, -0.532, 0.841, i, 51.4, i, 2.1, -0.7, 955, i, 3.3, 2.4, 7.3, 6.9%, -6.6%
CCN(CC)c1ccc(/C=N/NC(=O)c2ccccn2)cc1
  ., ., -0.476, -0.0756, 0.431, -2.37, i, 20.5, ., ., 16.0, 1086, i, ., ., ., 12.9%, 10.2%
COc1ccc(OC)c(NC(=O)c2ccc(S(=O)(=O)N3CCN(C)CC3)cc2)c1
  10.3, 19.8, -0.343, -0.228, -0.00644, 0.368, i, 44.9, i, -1.2, -7.7, 1005, i, 1.7, 1.8, 6.2, 10.0%, 6.1%
CCOC(=O)/C=C1\Nc2ccccc2SC1=O
  -3.3, -8.1, -0.291, -0.212, -0.129, 0.208, i, 18.7, i, -4.8, -3.3, 1114, i, 3.4, 1.5, 3.2, 1.7%, 3.1%
Cc1ccccc1OCc1nnc(SCC(=O)Nc2ccc3nc(SCC(=O)Nc4ccccc4)sc3c2)n1C
  21.2, -11.5, -0.512, -0.227, 0.577, -0.139, i, 51.2, i, -16.4, 2.6, 447, i, 5.2, 2.9, 10.0, 14.6%, 6.3%
COCCNC(=S)N1CCC(Cc2ccccc2)CC1
  13.9, 21.2, 2.41, -0.243, 1.73, -1.42, i, 17.3, i, -19.5, 0.5, 962, i, 2.9, 1.4, 4.2, -2.5%, 1.8%
Cc1cc(/C=N/n2cnnc2)c(C)n1-c1ccc2c(c1)OCO2
  30.6, 10.1, -0.435, -0.439, 0.0756, -0.0359, i, 56.5, i, 8.0, -0.5, 1193, i, 15.0, 2.7, 13.1, 5.2%, 27.3%
CC1=Nn2c(nnc2-c2n[nH]c3c2CCC3)SC1
  6.3, 22.5, 0.649, -0.289, 0.373, -0.439, i, 30.4, i, -9.2, 0.0, 1161, i, 6.0, 2.6, 4.7, 1.8%, 2.0%
CCn1c(SCC(=O)OC)nnc1-c1ccc(C)cc1
  ., ., -0.506, -0.227, -0.302, 0.838, i, 31.6, ., ., -0.5, 1287, i, ., ., ., 4.1%, 3.3%
CCCOc1ccc(C2=NNC(c3cccs3)=Nc3ccc(OC)cc32)cc1
  40.0, -13.4, -0.494, -0.269, -0.894, 0.98, i, 32.3, i, -9.4, -1.2, 561, i, 2.4, 1.4, 9.2, 0.0%, 8.2%
COC(=O)C1C2C=CC3(CN(Cc4cccs4)C(=O)C13)O2 (stereo unspecified)
  6.8, -1.9, 0.409, -0.181, 0.0189, -0.168, i, 54.3, i, 0.4, -1.1, 1192, i, 1.1, 1.4, 0.2, 2.1%, -1.9%
CC1CCC(NC(=O)CCNC(=O)c2ccccc2)CC1 (stereo unspecified)
  7.0, 13.6, -0.314, -0.331, 0.265, 0.683, i, 5.4, i, 2.3, -2.2, 1087, i, 2.5, 3.5, 10.9, -2.5%, -5.0%
CC1(C)OC(=O)C(=Cc2ccc[nH]2)C(=O)O1
  ., ., 1.19, 0.406, 0.899, -1.76, i, 53.8, ., ., 1.0, 1059, i, ., ., ., 1.6%, 11.0%
CCC(=O)N1CCc2cc(Br)cc(S(=O)(=O)CCC(=O)NCc3ccco3)c21
  2.6, 0.9, -0.434, -0.285, -0.11, 1.11, i, 26.8, i, -4.0, -1.5, 1277, i, 2.3, 1.7, 18.4, 5.9%, 1.6%

Assay outcomes: PubChem BioAssay, several laboratories
